Compound activity as filed in PubChem BioAssay.
ELG1 genotoxic: inducers of genotoxicity in HEK293T ELG1-luciferase cells. 330,000 compounds, 1.3% hits. Potency, µM (titrated, usually from 46 µM), inactives show at the top dose activity change, positive = activation, most hits filed as activators. HEK293T ELG1-luciferase reporter, luminescence, 16 h; note: potency is the fitted concentration of half-maximal effect; % of control where 0% means no effect; nearly all actives have a fitted effect of over 60% in size
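16 hr compound incubation (37 °C, 5% CO2) of HEK293T cells carrying luciferase-tagged ELG1; luciferase then measured by ONE-Glo luminescence after 30 min at RT.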
p53 reactivation: re-activators of mutant p53. Potency, µM (series often up to 92.2 µM), without a hit: at the highest dose activity change, positive = activation, usual class: activators. AID 504706. 320,000 compounds, 0.063% hits. H1299 p53-A138V BP100-luciferase reporter, luminescence, 24 h; note: potency is the fitted concentration of half-maximal effect; % of control where 0% means no effect; nearly all actives have a fitted effect of over 45% in size
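p53-null H1299 cells stably carrying temperature-sensitive p53-A138V and a BP100-luciferase reporter were pinned with compounds (4-point, 1:5 series) and held 24 hrs at 37 deg C. Luminescence was read 10 min after detection reagent.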
PKM2 act: activators of human pyruvate kinase M2; Potency, µM (titrated, usually from 57.5 µM), without a hit: at the top dose activation, hits mostly activators; 260,000 compounds, 0.34% hits; AID 1631; P14618; purified PKM2, Kinase-Glo ATP luminescence, activation; response scale: 0% is enzyme alone, no compound; note: potency is the fitted concentration of half-maximal effect; % is set by controls: 0 for no effect and ±100 for the full control effect; nearly all actives have a fitted effect of over 55% in size
Target sequence (P14618 whole entry, looked up): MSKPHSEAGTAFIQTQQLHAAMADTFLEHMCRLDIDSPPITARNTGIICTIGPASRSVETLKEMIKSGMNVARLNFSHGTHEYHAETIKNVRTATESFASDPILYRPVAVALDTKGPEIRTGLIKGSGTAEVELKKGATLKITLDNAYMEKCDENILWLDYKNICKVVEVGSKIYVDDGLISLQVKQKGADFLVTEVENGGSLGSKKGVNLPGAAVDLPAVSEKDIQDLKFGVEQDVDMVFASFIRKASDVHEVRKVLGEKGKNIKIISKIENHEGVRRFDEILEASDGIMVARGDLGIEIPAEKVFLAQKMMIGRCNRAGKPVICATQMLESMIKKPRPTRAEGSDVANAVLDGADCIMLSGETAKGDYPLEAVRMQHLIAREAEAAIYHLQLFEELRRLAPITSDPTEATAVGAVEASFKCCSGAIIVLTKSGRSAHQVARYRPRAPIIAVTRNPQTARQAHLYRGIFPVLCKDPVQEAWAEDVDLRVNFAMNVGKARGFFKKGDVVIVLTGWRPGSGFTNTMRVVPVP
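hPK-M2, >95% pure; 0.1 mM ADP / 0.5 mM PEP final; imidazole pH7.2 buffer w/ 7 mM MgCl2, 50 mM KCl; 1 h RT; Kinase-Glo lum. Intermediate enzyme activity for dual inhibitor/activator qHTS.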
NPC1 prom act: activates the NPC1 promoter. Potency, µM (top dose mostly 9.22 µM), for the others: top-dose activation, hits mostly activators. 320,000 compounds, 2.4% hits. AID 485313. Huh7 NPC1 promoter luciferase reporter, 24 h;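 note: potency is the fitted concentration of half-maximal effect; % of control where 0% means no effect; nearly all actives have a fitted effect of over 60% in size; reporter is driven by a mutant NPC1 promoter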
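Luminescence read-out of NPC1 promoter-driven luciferase in stably transfected Huh7 cells; compounds delivered in DMSO and left 24 h at 37C, 5% CO2, qHTS titration format.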
Rab9 prom act: Rab9 promoter activation; 320,000 compounds, 2.8% hits; AID 485297; Potency, µM (top dose mostly 9.22 µM), for inactives: at the top dose activation, negative = inhibition, usual class: activators; Huh7 Rab9 promoter-luciferase reporter, luminescence, 24 h; note: potency is the fitted concentration of half-maximal effect; % of control where 0% means no effect; nearly all actives have a fitted effect of over 60% in size
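Rab9 promoter-driven luciferase in stably transfected Huh7 cells; 1500 cells/well rested 2 h, exposed to compound in DMSO for 24 h at 37 °C, 5% CO2. Luminescence read 10 min after adding luciferase reagent at ambient temperature.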
BRCA1 expr act: increases BRCA1 expression | MCF7-BRCA1-FFLuc reporter, luminescence, 48 h; response scale: scaled: vehicle 0%, 10 µM genistein 100% | Potency, µM (doses to about 46.1 µM), for inactives: at the highest dose activation, most hits filed as activators | 380,000 compounds, 1.1% hits | AID 624202; note: potency is the fitted concentration of half-maximal effect; nearly all actives have a fitted effect of over 80% in size; some results filed as inactive show a strong effect at the top dose
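Activators of BRCA1 expression were detected as increased firefly luciferase luminescence in engineered MCF7 cells after 48 h compound incubation. Signals were scaled to genistein 10 microM as full activation.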
Gal4-VP16 FLuc: inhibits Gal4-VP16 luciferase reporter, ROR gamma counter-screen; Drosophila S2 Gal4-VP16 UAS-luciferase, luminescence, 20 h; Potency, µM (titrated, usually from 53.6 µM), for inactives: at the highest dose activity, negative = inhibition, hits mostly inhibitors; 310,000 compounds, 3.5% hits;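 note: Gal4-VP16 expression switched on by copper sulfate through the metallothionein promoter; potency is the fitted concentration of half-maximal effect; % is set by controls: 0 for no effect and ±100 for the full control effect; nearly all actives have a fitted effect of over 50% in size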
FLuc counter: firefly luciferase modulation, counter-screen for miR-21 project; P08659; purified FLuc, Km substrates, luminescence inhibition; Potency, µM (series often up to 57.5 µM), inactives show at the highest dose activity change, negative = inhibition, most hits filed as inhibitors; 360,000 compounds, 6.9% hits;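 note: potency is the fitted concentration of half-maximal effect; plate controls were vehicle for no effect and reference inhibitor for full effect; nearly all actives have a fitted effect of over 55% in size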
Target sequence (P08659 whole entry, looked up): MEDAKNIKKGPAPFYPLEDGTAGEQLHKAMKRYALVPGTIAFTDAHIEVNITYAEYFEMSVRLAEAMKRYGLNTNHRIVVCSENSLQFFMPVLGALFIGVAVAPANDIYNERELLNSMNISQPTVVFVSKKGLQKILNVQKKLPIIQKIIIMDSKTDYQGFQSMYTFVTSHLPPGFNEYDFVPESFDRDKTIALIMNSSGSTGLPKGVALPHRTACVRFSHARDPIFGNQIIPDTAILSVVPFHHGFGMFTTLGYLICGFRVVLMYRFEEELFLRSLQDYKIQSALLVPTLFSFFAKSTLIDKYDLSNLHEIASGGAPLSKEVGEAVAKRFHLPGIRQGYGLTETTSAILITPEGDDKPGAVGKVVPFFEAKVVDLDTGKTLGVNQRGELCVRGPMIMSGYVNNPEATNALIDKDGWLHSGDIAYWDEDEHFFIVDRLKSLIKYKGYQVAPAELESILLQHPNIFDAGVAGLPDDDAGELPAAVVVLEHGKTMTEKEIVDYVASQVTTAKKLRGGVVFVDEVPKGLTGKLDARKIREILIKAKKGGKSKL
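Purified P. pyralis luciferase, 10 nM final, with Km-level 10 uM D-luciferin and 10 uM ATP in 50 mM Tris acetate pH 7.5, 10 mM Mg acetate, 0.01% Tween-20, 0.05% BSA; 6-point qHTS titration about 60 µM downward; luminescence read.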
Menin-MLL TR inh: inhibitors of human menin-MLL interaction, mutant MLL peptide | Menin + Texas Red MLL mutant peptide, fluorescence polarization | Potency, µM (highest dose often 61.6 µM), for the others: top-dose FP activity change, negative = inhibition, actives largely listed as inhibitors | O00255 | AID 1768 | 270,000 compounds, 0.23% hits; active = well fitted inhibition curve with a large enough effect in the polarisation, with a control signal flat, not every such curve was filed as active; inconclusive = small, poorly fitted or top-dose-only effect, or effect the other way, or a change in a side signal; inactive = no such curve, though single readings can be large or run the other way; the % refers to the polarisation; note: potency is the fitted concentration of half-maximal effect; % of control where 0% means no effect; many of its hits are not listed in these tables
Giardia kill: kills Giardia lamblia; Giardia lamblia trophozoite viability; activity change, % at 7.66 µM, hits read low; 340,000 compounds, 0.15% hits; AID 540267; in the data active = activity change below about -80%; inconclusive = between about -30% and that limit;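 note: parasites exposed to compound for two days anaerobically before the ATP read; % is set by controls: 0 for no effect and ±100 for the full control effect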
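Killing of trophozoites was scored by loss of ATP luminescence after a 48 hrs anaerobic exposure to compounds at 37 deg C, using 100 cells per well.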
RORgamma inh: ROR gamma (mouse) transcription inhibition | P51450 | Potency, µM (series often up to 53.6 µM), for inactives: at the highest dose activity change, negative = inhibition, hits mostly inhibitors | 310,000 compounds, 5.4% hits | AID 2551 | Drosophila S2 Gal4-RORgamma UAS-luciferase reporter, 20 h; note: potency is the fitted concentration of half-maximal effect; % is set by controls: 0 for no effect and ±100 for the full control effect; nearly all actives have a fitted effect of over 60% in size
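Compounds are pin-transferred onto Drosophila Schneider cells expressing a copper-inducible Gal4–ROR gamma transactivation domain fusion. After 1 hr, copper sulfate is added to 700 uM final; luciferase is read 20 hr later.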
Active calls of the source: *; ? = inconclusive; / = not tested or not shown; [ ] = remark or other dose. Unless noted, calls come from the whole dose curve; as a rule, active = well fitted curve in the direction sought with a large enough effect; inconclusive = small, poorly fitted or top-dose-only effect, or another doubt; inactive = no such curve, though single readings can be large; an effect the other way counts as inactive or inconclusive. Some of the compounds tested (hit frequency here may not be typical).

Below each SMILES – ELG1 genotoxic | p53 reactivation | PKM2 act | NPC1 prom act | Rab9 prom act | BRCA1 expr act | Gal4-VP16 FLuc | FLuc counter | Menin-MLL TR inh | Giardia kill | RORgamma inh
- CCN1CCN(CC(=O)c2c(C)n(Cc3ccccc3)c3ccc(OC)cc23)CC1
    2% | 2% | 3% | -1% | -2% | -38% | 2% | -2% | / | -13 | -15%
- Cc1ccc2c(c1)C1CN(C)CCC1N2C(=O)Cc1cccs1 (stereo not drawn)
    1% | -2% | 0% | 0% | 5% | -3% | -1% | 0% | -4% | -11 | 8%
- Cc1nc2ccccc2c(=O)n1-c1ccc(-c2ccccc2)cc1
    -15% | -3% | / | -3% | 0% | 43% | 2% | 1% | 1% | ? | 24%
- CCCC(C)c1nnc(NC(=O)CCS(=O)(=O)c2ccccc2)s1 (stereo not drawn)
    -6% | ? | / | 2% | -1% | -42% | 0% | ? | -14% | -19 | -8%
- O=c1c2ccccc2nc(/C=C/c2ccccc2)n1-c1ccc(O)cc1
    -10% | -1% | / | -1% | -1% | -50% | -28% | -2% | 28% | -7 | 33%
- O=C(Nc1nnc(SCc2ccccc2Cl)s1)C1COc2ccccc2O1 (stereo not drawn)
    ? | 3% | -1% | 1% | -4% | -3% | 2% | 0% | ? | 9 | ?
- COc1ccc(-c2cc(=O)oc3c(C)c(OC(C)C(=O)N4C[C@H]5C[C@@H](C4)c4cccc(=O)n4C5)ccc23)cc1 (stereo partly drawn)
    3% | / | -1% | 1% | -9% | -55% | -4% | -1% | -11% | -12 | 0%
- Fc1ccc(C(OCCN2CCCC2)c2ccc(Br)cc2)cc1 (stereo not drawn)
    -6% | -3% | 24% | -2% | -3% | -43% | -27% | 4% | -22% | 1 | -43%
- Cc1ncc([N+](=O)[O-])n1CCOC(N)=O
    4% | 0% | -2% | 1% | -1% | -1% | 6% | 6% | 17% | ? | 12%
- COc1cccc(-c2cc(C(F)(F)F)n3nc(C(=O)N4CCC5(CC4)OCCO5)cc3n2)c1
    -12% | -23% | 5% | -6% | -7% | 10% | -4% | -5% | -13% | -7 | -5%
- O=C1NC(=O)C(C/C=C/c2ccccc2)C(=O)N1
    2% | -3% | -2% | 7% | 0% | -7% | 7% | -3% | 0% | 7 | -20%
- O=c1c2ccccc2cnn1Cc1n[nH]c(=S)n1C1CC2CCC1C2 (stereo not drawn)
    -4% | -6% | -5% | -7% | -12% | -27% | -15% | -1% | / | -3 | ?
- O=[N+]([O-])c1ccc(-c2ccccc2)c([As](=O)(O)O)c1
    -13% | -7% | 7% | 1% | ? | -2% | -7% | 5% | -10% | -82* | -1%
- N=c1c2c(n(Cc3ccc(Cl)cc3Cl)c3c1CCC3)CCCC2
    -18% | -5% | 1% | -22% | -23% | -83% | ? | -1% | -2% | 16 | -21%
- ClCCNc1nc2ccc(Cl)cc2[nH]1
    1% | 16% | -1% | 21% | ? | 60% | 9% | ? | -16% | 7 | -12%
- C[C@@H]1CC[C@H]2[C@@H](C)C(=O)O[C@@H]3O[C@@]4(C)CC[C@@H]1[C@]32OO4
    -8% | 4% | 0% | 11% | 8% | -6% | 2% | 1% | -2% | 5 | -2%
- CCC(C)(C)n1nnnc1C(c1cccs1)N1CC=C(c2ccc(F)cc2)CC1 (stereo not drawn)
    -9% | -1% | -2% | 0% | -2% | -3% | 4% | -1% | -8% | -3 | -11%
- COc1ccccc1-n1c(-c2ccccc2Cl)nc2ccccc2c1=O
    -7% | -6% | / | 0% | -14% | -16% | 24% | 5% | 0% | -3 | 0%
- CN(C)C1(CNC(=O)c2cc(S(=O)(=O)N3CCOCC3)c(Cl)cc2Cl)CCCCC1
    0% | 1% | / | -1% | -6% | -1% | / | 3% | / | 1 | /
- CC1N=C(c2ccccc2)c2cc(Br)ccc2NC1=O (stereo not drawn)
    0% | -2% | / | -1% | 2% | 18% | 2% | 3% | -5% | -3 | -2%
- CN1C(=O)N(C)C(=O)C2(Cc3c(nc4ccccn4c3=O)N3CCC(Cc4ccccc4)CC32)C1=O (stereo not drawn)
    -1% | -3% | 1% | 0% | 12% | / | 6% | 8% | ? | / | 1%
- CCC(=O)N1N=C(c2c(O)n(CCc3ccccc3)c(=O)[nH]c2=O)CC1c1ccc(OC)c(OC)c1 (stereo not drawn)
    0% | 2% | 0% | -2% | -2% | -12% | -5% | 0% | / | -14 | -13%
- CC(C)Cc1nnc(NC(=O)CCC(=O)N2CCN(CCOC(c3ccccc3)c3ccccc3)CC2)s1
    -10% | 3% | 10% | 0% | -3% | -5% | -8% | 7% | -2% | 2 | 26%
- CCCNC(=O)N1[C@H]2CC[C@@H]1C(C(=O)OC)=C(c1ccc(Cl)c(C(F)(F)F)c1)C2
    -4% | -7% | / | -3% | -6% | -8% | / | -2% | / | 15 | /
- Cc1nc2ccc(Cl)cc2c(=O)n1-c1ccccc1Cl
    0% | -3% | -2% | -4% | 0% | -4% | -10% | -2% | 4% | 3 | -16%[1.91 µM]
- O=C(c1cc(F)ccc1F)C1CCCN(Cc2cc(Cl)ccc2O)C1 (stereo not drawn)
    -15% | ? | 3% | -2% | -1% | -34% | -5% | -1% | 5% | ? | 42%
- CCCCn1c(=O)c(C(=O)Nc2ccc(C)cn2)c(O)c2ccccc21
    1% | 9% | 4% | -3% | 3% | -6% | -4% | -1% | ? | 5 | 19%[1.91 µM]
- Cc1cc(C)cc(N2C(=O)NC(=O)/C(=C\C=C\c3ccco3)C2=O)c1
    -18% | -25% | 3% | -11% | -3% | / | 10µM* | ? | 10% | -4 | 3.2µM*
- C=CCN1C(=O)NC(=O)/C(=C/c2ccc(N(C)C)c(Br)c2)C1=O
    -2% | -3% | 6% | -3% | 3% | 5% | -3% | ? | 6% | -4 | -6%
- CCn1c(O)c(C(=O)CC2NCCc3ccccc32)c(=O)n(CC)c1=S (stereo not drawn)
    -4% | 1% | -11% | 1% | 1% | -10% | -17% | ? | 15% | 6 | 30%

(further entries)
Below each SMILES – ELG1 genotoxic | p53 reactivation | PKM2 act | NPC1 prom act | Rab9 prom act | BRCA1 expr act | Gal4-VP16 FLuc | FLuc counter | Menin-MLL TR inh | Giardia kill | RORgamma inh
- Cc1ccc(N2C(=O)NC(=O)/C(=C\c3cc(C)n(-c4sc5c(c4C#N)CCCC5)c3C)C2=O)cc1
    7% | -6% | ? | -1% | 2% | -2% | -3% | ? | 3% | 4 | 35%
- COc1cccc(CN2CCNCC2)c1OC
    -2% | 1% | -13%[11.5 µM] | 2% | 3% | -25% | -14% | -1% | 1% | 0 | -10%
- Cc1ccccc1N1CCN(C2CCCN(C(=O)COc3ccccc3)C2)CC1 (stereo not drawn)
    -16% | -10% | 0% | -2% | -4% | -32% | 5% | 5% | -23% | 4 | 0%
- COc1ccc(CN2CCCC(C(=O)c3ccc(Cl)cc3)C2)c(O)c1 (stereo not drawn)
    -5% | 4% | 2%[11.5 µM] | -4% | -2% | 0% | -13% | 1% | -28% | 33[activator] | 66%
- Clc1ccc(-c2nc3ccc(Cl)cn3c2CN2CCOCC2)cc1
    -15% | ? | -13% | 6% | -1% | -14% | ? | -8% | -29% | 23 | ?
- CCN1C(=O)NC(=O)/C(=C\c2ccc(N3CCOCC3)cc2OC)C1=O
    3% | 9% | 3% | -2% | -2% | / | 2% | ? | 12% | / | 7%
- O=[N+]([O-])c1ccc(Nc2ccccc2)cc1
    -1% | 7% | -15% | 6% | -1% | 39% | -8% | -4% | -1% | -19 | -10%

3 structures out of the list, sorted by molar mass, ascending:
Below each SMILES – ELG1 genotoxic | p53 reactivation | PKM2 act | NPC1 prom act | Rab9 prom act | BRCA1 expr act | Gal4-VP16 FLuc | FLuc counter | Menin-MLL TR inh | Giardia kill | RORgamma inh
- CCN1C(=O)NC(=O)/C(=C\c2ccc(N3CCOCC3)cc2OC)C1=O
    3% | 9% | 3% | -2% | -2% | / | 2% | ? | 12% | / | 7%
- COc1ccc(CN2CCCC(C(=O)c3ccc(Cl)cc3)C2)c(O)c1 (stereo not drawn)
    -5% | 4% | 2%[11.5 µM] | -4% | -2% | 0% | -13% | 1% | -28% | 33[activator] | 66%
- Cc1ccccc1N1CCN(C2CCCN(C(=O)COc3ccccc3)C2)CC1 (stereo not drawn)
    -16% | -10% | 0% | -2% | -4% | -32% | 5% | 5% | -23% | 4 | 0%
